# Nrf2 ARE act: qHTS of Nrf2 Activators. AREc32 ARE-luciferase reporter (MCF7-derived line), luminescence, 24 h. Potency, µM (top dose mostly 46.1 µM), for inactives: at the top dose activation, most hits filed as activators. 410,000 tested, 0.31% active; also: potency is read from the fitted curve at half-maximal effect; % of control where 0% means no effect; nearly all actives have a fitted effect of over 65% in size
#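 Nrf2 activation is followed as ARE-luciferase induction in the AREc32 line after one day of compound treatment; luminescence is read with Steady-Glo.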
# IL1B secr inh: qHTS for Inhibitors of Inflammasome Signaling: IL-1-beta AlphaLISA Primary Screen; THP-1 LPS/ATP IL-1B secretion, AlphaLISA, 16 h; hits give low values; activity change, % at 57.5 µM; 360,000 tested, 4.7% active; in the data active = activity change below about -50%; inconclusive = mostly about -30% to -49%; also: % is scaled to controls: 0 for no effect and ±100 for the full control effect
#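 Secreted IL-1B measured by AlphaLISA bead assay after 16 h compound exposure of THP-1 cells; compounds (final up to 57.5 uM) added 1 h before LPS (250 ng/mL) and ATP (1.25 mM) stimulation; lower signal means less secretion.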
# MCF10A rerep: A quantitative high throughput screen for small molecules that induce DNA re-replication in MCF 10a normal breast cells; MCF 10A DNA re-replication, Hoechst nuclear intensity, 48 h; AID 624296, 2012; 350,000 tested, 2.9% active; Potency, µM (top dose mostly 46.1 µM), for the others: top-dose activity, positive = re-replication, hits mostly activators; also: potency is read from the fitted curve at half-maximal effect; % of control where 0% means no effect; nearly all actives have a fitted effect of over 50% in size
# TGFb SMAD3 inh: qHTS for Inhibitors of TGF-b; Potency, µM (top dose mostly 46.1 µM), for inactives: top-dose activity, negative = inhibition, actives largely listed as inhibitors; 410,000 tested, 1.2% active; HepG2 CAGA-GFP TGF-b/SMAD3 reporter, GFP fluorescence, 18 h; TGF-beta stimulated, 500 pg/mL final; also: potency is read from the fitted curve at half-maximal effect; % is scaled to controls: 0 for no effect and ±100 for the full control effect; nearly all actives have a fitted effect of over 65% in size
#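 Per well, imaged GFP fluorescence of HEPG2 CAGA-GFP cells gives the signal; cells get compound, then TGF-beta (500 pg/mL final), 18 h at 37 degrees C; %Activity versus -TGF-beta and +DMSO controls.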
# HepG2 viability: qHTS for Inhibitors of TGF-b: Cytotox Counterscreen | 410,000 tested, 0.76% active | AID 588856, 2011 | Potency, µM (doses to about 46.1 µM), inactives show at the top dose activity change, negative = cytotoxicity, actives largely listed as cytotoxic | HepG2 CAGA-GFP viability, ATP luminescence, 18 h; also: potency is read from the fitted curve at half-maximal effect; some results filed as inactive show a strong effect at the top dose
#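 HepG2 CAGA-GFP cells (1000/well, DMEM with 1% FBS) received compound, then TGF-beta at 500 pg/mL final, and were incubated 18 hours at 37 degrees C. Viability was read by CellTiter-Glo luminescence. Media-only wells were set as complete cell-killing and DMSO as no toxicity.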
# Nrf2 inh: Nrf2 qHTS screen for inhibitors; A549 ARE-Fluc reporter, luciferase luminescence, 18-24 h; 360,000 tested, 2.1% active; AID 504444, 2011; Potency, µM (doses to about 46 µM), without a hit: at the highest dose activity change, negative = inhibition, most hits filed as inhibitors; also: potency is read from the fitted curve at half-maximal effect; % is scaled to controls: 0 for no effect and ±100 for the full control effect; nearly all actives have a fitted effect of over 60% in size
#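 Reporter: ARE-Fluc in A549. Exposure: 18-24 h, 37 °C, 5% CO2, 5% FBS OPTI-MEM. Readouts: fluorescent cytotoxicity (CellTiter-Fluor), then luminescent Nrf2 signal after BugLite.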
# S2 tox: Viability Counterscreen for Primary qHTS for Inhibitors of ATXN expression; S2 cells (HEK-293 line with an ATXN2-luciferase reporter) viability, CellTiter-Fluor protease fluorescence, 24 h; Potency, µM (highest dose often 56.7 µM), usual class: cytotoxic; 400,000 tested, 0.49% active; also: potency is read from the fitted curve at half-maximal effect; nearly all actives have a fitted effect of over 40% in size
# A549 viability: Nrf2 qHTS screen for inhibitors: counterscreen for cytotoxicity | A549 ARE-Fluc cells, CellTiter-Fluor viability, 18-24 h | Potency, µM (series often up to 46 µM), without a hit: top-dose activity change, negative = cytotoxicity, actives largely listed as inhibitors | 390,000 tested, 0.16% active | AID 504648, 2011; also: potency is read from the fitted curve at half-maximal effect; % is scaled to controls: 0 for no effect and ±100 for the full control effect
#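 Cytotoxicity counterscreen: CellTiter-Fluor fluorescence was measured in A549 ARE_Fluc cells after 18-24 h of compound exposure in a concentration series. The subsequent BugLite luminescent read reports ARE-luciferase activity.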
# ATXN2 expr inh: Primary qHTS for Inhibitors of ATXN expression | Potency, µM (titrated, usually from 57 µM), for the others: top-dose activity change, negative = inhibition, hits mostly inhibitors | 360,000 tested, 0.72% active | HEK-293 ATXN2-luciferase reporter, luminescence, 24 h; also: potency is read from the fitted curve at half-maximal effect; % is scaled to controls: 0 for no effect and ±100 for the full control effect; nearly all actives have a fitted effect of over 55% in size
#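 ATXN2-luciferase reporter cells (luciferase flanked by upstream and downstream ATXN2 gene portions) were treated 24 h at 37 °C with compounds at up to 57 uM. SteadyGlo luminescence gave expression; GF-AFC fluorescence gave viability.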
# * hit, by the source's call; i = inactive; ? = inconclusive; nt = not tested or not shown; & = joins results of further samples; [ ] = another dose, or the depositor's remark. Unless noted, calls follow the shape of the dose curve; as a rule, active = well fitted curve in the direction sought with a large enough effect; inconclusive = small, poorly fitted or top-dose-only effect, or another doubt; inactive = no such curve, though single readings can be large; an effect the other way counts as inactive or inconclusive.
# Results follow in this order: MCF10A rerep	A549 viability	ATXN2 expr inh	HepG2 viability	Nrf2 ARE act	TGFb SMAD3 inh	S2 tox	Nrf2 inh	IL1B secr inh
> Cc1ccc2cc(CN(CCN3CCCC3)C(=O)Nc3ccc(F)cc3)c(=O)[nH]c2c1C
→ 24%	-9%	-22%	-7%	4.1%	0%	?	14%	?
> Cn1c(N)c(C(=O)COC(=O)CCc2nc3ccccc3s2)c(=O)n(C)c1=O
→ -52%[inhibitor]	4%	-9%	-1%	-0.6%	0%	i	-2%	19
> CC1=CN2C(=N)/C(=C/c3ccco3)C(=O)N=C2S1
→ 10%	0%	72%[activator]	-70%	25%	-25%	i	?	-4
> CCCOc1ccc(-c2nc(SC)[nH]c(=O)c2C#N)cc1OC
→ nt	-7%	10%	-21%	0.3%	-17%	i	?	nt
> Cc1ccc2ccc3cc(C(=O)N4CCN(c5ccccc5)CC4)nc3c2[nH]1
→ nt	-8%	-27%	-37%	-3.3%	?	i	-81%	nt
> C=CCC[C@@H](Cc1ccc(F)cc1)C(=O)O[C@H](CNC(=O)[C@@H](CC=C)CC(=O)N[C@H](CO)Cc1ccccc1)c1ccccc1
→ -1%	-4%	-9%	3%	2.7%	?	i	?	-2
> O=C(NN1CCOCC1)c1cc(S(=O)(=O)Nc2cccc(C(F)(F)F)c2)ccc1Cl
→ 13%	-1%	8%	6%	-1.4%	-1%	i	0%	38
> CC(C)(C)[C@]1(O)CCN2C[C@H]3c4ccccc4CCc4cccc(c43)[C@@H]2C1
→ ?	-2%	17%	-33%	3.9%	-9%	i	-23%	-16
> O=C(NCCC1CCCCN1S(=O)(=O)c1cccs1)C(=O)NCc1ccccc1 (stereo not given)
→ ?	-11%	-22%	-5%	-0.1%	-34%	i	-25%	0
> NS(=O)(=O)c1cc(C(=O)OCCNC(=O)c2ccccc2)c(Cl)cc1Cl
→ -2%	-1%	0%	-55%	-0.6%	-10%	i	-8%	-4
> COC(=O)[C@]1(CC(C)C)N[C@H](c2ccc(-c3ccc4c(c3)OCO4)cc2)[C@@H]2C(=O)N(C)C(=O)[C@@H]21
→ 4%	-2%	8%	0%	0.3%	6%	i	14%	21
> O=C(NCc1ccco1)c1ccc(NS(=O)(=O)c2cccc(F)c2)cc1
→ -9%	3%	-5%	-15%	1.8%	-7%	i	-5%	-10
> COC(=O)N/N=C/c1cn(Cc2ccc(Cl)cc2Cl)c2ccccc12
→ ?	0%	-33%	0%	3.3%	-10%	?	7%	-28
> COc1ccc(N2CCOCC2)c(NC(=O)COc2cccc(C)c2C)c1
→ ?	11%	-15%	-18%	-0.6%	-20%	i	-22%	-11
> COc1ccc(S(=O)(=O)N2CCOCC2)cc1NC(=O)CN1CCCc2ccccc21
→ 11%	4%	-2%	6%	0.0%	18%	i	-3%	10
> CCCCC[C@H](C)N1C[C@H](COCc2ccccc2)Oc2cc(N3CCC[C@H]3C(N)=O)ccc2S1(=O)=O
→ nt	nt	-35%	nt	4.4%	nt	?	nt	-28
> O=C(N/N=C/c1ccc(OC(F)F)cc1OC(F)F)c1cccc(S(=O)(=O)N2CCOCC2)c1
→ -1%	-9%	-15%	33%	-0.4%	-4%	i	-28%	-7
> Cc1ccc(OCC(=O)Nc2ccc3c(c2)nc(CCN2CCCCC2)n3C)cc1
→ -2%	0%	nt	-31%	0.2%	5%	i	5%	-61*
> COc1cccc(NS(=O)(=O)c2ccc3c(c2)CC(=O)N3)c1
→ 16%	-6%	-5%	-1%	0.5%	13%	i	2%	0
> COc1cccc(N2CCN(CC(=O)NC(=O)NCc3ccco3)CC2)c1
→ 2%	0%	-25%	-69%	0.5%	-34%	i	10%	27
> CCOC(=O)N1CCN(C(=O)CSc2nnc(-c3cc(OC)ccc3OC)o2)CC1
→ ?	2%	1%	-10%	2.9%	8%	i	-5%	-1
> COc1cccc(N/C(N)=N/c2nc(C)cc(=O)[nH]2)c1
→ 7%	-3%	nt	-8%	3.5%	10%	i	17%	0
> Fc1ccccc1CNc1nc(NCC2CC2)nc2ccsc12
→ nt	nt	-16%	-65%	0.6%	?	?	nt	-76*
> COC(=O)c1cc2oc3ccccc3c2n1Cc1ccc(Cl)cc1
→ nt	1%	nt	-2%	18%	nt	nt	20%	nt
> COc1ccc(NC(=O)C(C)N2CCN(C)CC2)cc1 (stereo not given)
→ 3%	-1%	-15%	5%	-0.8%	0%	i	-3%	31
> CCOC(=O)C1=C(C)NC2=C(C1c1ccc([N+](=O)[O-])cc1)S(=O)(=O)c1ccccc12 (stereo not given)
→ 0%	-7%	?	-23%	-0.5%	-10%	?	-18%	-24
> O=C(CSc1nnc(COc2ccccc2)n1Cc1ccco1)c1ccc(F)cc1
→ ?	1%	-16%	-40%	3.1%	2%	i	-17%	-18
> COc1ccc(S(=O)(=O)NC2CC(C)(C)NC(C)(C)C2)cc1
→ -4%	-5%	nt	-22%	0.3%	-1%	i	-3%	0
> COCC(=O)NCc1ccc2c(c1)cc(C)n2C
→ 0%&-5%	-9%	-28%	-37%	-0.4%	-15%	i	-3%	4
> COC(=O)Cn1c2ccc(OC)cc2c2nc(C)sc21
→ ?	-5%	0%	-1%	-0.7%	2%	i	-8%	11
> COc1cc2c(cc1OC)C(c1cccc(Cl)c1)CC(=O)N2 (stereo not given)
→ 0%	-1%&-2%	7%&4%	7%&-43%	3.0%&1.1%	?	i	-25%&-30%	68
> CCSc1nnc(NS(=O)(=O)c2ccc(C)cc2)s1
→ -3%	0%	8%	4%	-0.4%	2%	i	-10%	7
> Cc1ccc(OCC(=O)c2c(O)c3ccccc3oc2=O)cc1C
→ 2%	-5%	2%	3%	0.4%	5%	?	3%	15
> CC(C)(C)OC(=O)N1CCC(c2c(C(=O)NCc3ccc4c(c3)OCO4)cnn2-c2ccc(F)cc2F)CC1
→ nt	-13%	nt	-19%	0.8%	13µM*	nt	?	nt
> Cc1ccc(OC(C)C(=O)O)cc1C (stereo not given)
→ -5%	1%	-2%	1%	-1.0%	8%	i	14%	5
> COc1cccc(C(=O)Nc2cc(S(=O)(=O)N3CCCCC3)ccc2OC)c1
→ -14%	-1%	-10%	-7%	2.9%	0%	i	-13%	-21
> CC(C)CNC(=O)COC(=O)c1ccccc1OCC(=O)Nc1ccc(Br)cc1
→ 9%	-7%	-2%	-13%	-0.8%	-26%	i	1%	0
> O=C(c1ccc(Br)o1)N(Cc1ccccc1)Cc1ccccc1
→ ?	0%	1%	-8%	-0.4%	?	i	4%	2
> c1ccc(C2=Nn3c(nnc3-c3cc(-c4ccccc4)n[nH]3)SC2)cc1
→ ?	-8%	53%[activator]	-17%	12%	?	?	nt	-2
> CCCC(=O)Nc1c2c(nc3ccccc13)N(c1ccccc1)CC2
→ ?	3%	nt	2%	4.9%	-10%	i	15%	0
> Cc1[nH]c(=O)[nH]c(=O)c1CSc1nnc([C@@H](NC(=O)OC(C)(C)C)C(C)C)o1
→ 0%	-2%	1%	11%	-1.4%	-2%	i	6%	28
> CN(C)c1ccc(P(=O)(OCc2ccccc2)C(O)c2ccncc2)cc1 (stereo not given)
→ -3%	13%	8%	-2%	0.1%	0%	i	-2%	12
> CC(NC(=O)/C(C#N)=C/c1cn(-c2ccccc2)nc1-c1ccc(F)cc1)c1ccccc1 (stereo not given)
→ -6%	2%	-11%	3%	0.0%	10%	i	-27%	9
> CCC(=O)N1CCc2cc(CNS(=O)(=O)c3c(C)cc(C)cc3C)ccc21
→ nt	-5%	nt	-5%	1.3%	-6%	nt	nt	nt
> O=C(Cn1nnc2ccccc2c1=O)N[C@@H](Cc1ccccc1)C(=O)O
→ -2%	7%	1%	10%	-0.1%	-2%	i	-25%	1
> COc1cccc(N/C(SCc2cccc([N+](=O)[O-])c2)=C(/C#N)C(N)=O)c1
→ ?	1%	-23%	14µM*	?	?	i	?	-102*
> O=C(NCCNC(=O)c1cnccn1)c1cccc(Cl)c1
→ -4%	-1%	-11%	7%	-1.3%	1%	?	-14%	16
> CN1CCC(OC(=O)c2cccc(Br)c2)CC1
→ 17%	-9%	nt	-3%	-0.1%	-13%	nt	?	-27
> O=C(NC1CCCC1)C(=O)N(Cc1cccnc1)C(C(=O)NC1CCCC1)c1ccco1 (stereo not given)
→ 2%	-2%	-2%	-2%	0.1%	0%	i	0%	8
> Nc1nc(SCC(=O)N2CCCc3ccccc32)n[nH]1
→ -4%	-1%	nt	-28%	0.4%	5%	i	?	8
> O=C(Nc1ccccc1O)c1cccc(S(=O)(=O)N2CCOCC2)c1
→ -6%	1%	8%	4%	0.6%	5%	i	-3%	32
> C1=C(c2cn(-c3nc4ccccc4s3)nn2)CCCC1
→ nt	nt	108%[activator]	nt	3.4%	nt	i	nt	64
> O=C(COc1coc(CN2CCN(c3ccc(F)cc3)CC2)cc1=O)NC1CCCC1
→ 2%	-3%	8%	2%	-0.9%	-5%	i	-28%	1
> CC(=O)NCCC1CCN(c2nc3nonc3nc2N(C)Cc2ccccc2)CC1
→ 3%	0%	nt	-31%	-0.2%	-19%	i	16%	11
> Cc1ccccc1OCC(=O)NC(C)c1ccccc1 (stereo not given)
→ -7%	3%	nt	-6%	2.6%	-5%	i	-16%	-2

# Arranged by value in IL1B secr inh (descending): some entries from above
Compound	IL1B secr inh
CC(=O)NCCC1CCN(c2nc3nonc3nc2N(C)Cc2ccccc2)CC1	11
Nc1nc(SCC(=O)N2CCCc3ccccc32)n[nH]1	8
COc1cccc(C(=O)Nc2cc(S(=O)(=O)N3CCCCC3)ccc2OC)c1	-21

# Assay outcomes: PubChem BioAssay, National Center for Advancing Translational Sciences (NCATS)
